High-throughput results: PubChem, several laboratories
Arrestin-AP2 inh: human beta-arrestin and AP2 interaction inhibition; FITC-arrestin peptide / GST-AP2 beads, flow cytometry; AP2 beta2 appendage carries R879A mutation; inhibition, % at 10 µM; hit rate 0.31% among 340,000; AID 504490;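 active = inhibition above a set limit, near 3 SD of compounds lacking own fluorescence, cut at about 54% in these data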;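 note: plate controls were DMSO wells for no effect and 5 µM unlabelled arrestin peptide for full effect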
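Material – GST-tagged AP2 beta2-adaptin appendage (R879A) on 4 µm glutathione beads · Probe or stimulus – fluorescein-tagged arrestin peptide at 50 nM final · Timing – 12 min plus 1 h, RT · Detection – bead flow cytometry, FITC channel · Read-out basis – inhibition as reduced fluorescein signal on beads, percent · Medium – PBS plus Tween 20 (0.05%) and BSA (0.1%)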
SR-BI uptake up: activators of SR-BI mediated HDL lipid uptake; CHO ldlA[mSR-BI] cells, DiI-HDL uptake fluorescence, 3 h; 100 = double the neutral-control signal; activation, % at 12.5 µM; hit rate 0.096% among 320,000; AID 504775;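 active = mean replicate activation of at least 60% and every replicate at or above 60%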;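 note: 0% = median plate neutral-control signal and 100% = twice that signal; values of inactives mirror those of a sister screen read the other way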
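Assay system: CHO ldlA[mSR-BI] cells, LDL receptor-null, SR-BI overexpressing; medium: Ham's F12 with 0.5% BSA, HEPES 25 mM, pH 7.4; also added: DiI-HDL 10 µg/mL; timing: 3 h uptake period with compound, 37 °C; signal: DiI fluorescence, bottom read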
SR-BI DiI inh: blocks mouse SR-BI lipid uptake from DiI-HDL. hit rate 0.96% among 320,000. Q61009. inhibition, % at 12.5 µM. AID 488896. ldlA[mSR-BI] CHO cells, DiI-HDL uptake fluorescence, 3 h;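 active = mean replicate inhibition of at least 70% and a set share of replicates each scoring 70 or more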;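 note: 0% = median of neutral control wells and 100% = median of positive control wells; values of inactives mirror those of a sister screen read the other way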
Keap1 Nrf2 FP: disrupts human Keap1 binding to Nrf2 peptide. Q14145. Keap1 Kelch-Nrf2 peptide fluorescence polarization, 1536-well. inhibition, % at 9.4 µM. hit rate 0.15% among 340,000. AID 504523; in the data active = inhibition above about 12%;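 note: human Keap1 Kelch domain with fluorescein labeled Nrf2 9mer peptide probe; 0% = neutral control wells and 100% = peptide positive control; higher means more block of Keap1 binding to Nrf2 peptide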
DAGLB inhibitor: diacylglycerol lipase beta (human) inhibition; Q8NCG7; HEK293T DAGLB membrane lysate, EnzChek fluorogenic substrate; inhibition, % at 5.17 µM; hit rate 0.059% among 340,000; AID 504411; in the data active = inhibition above about 34%;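 note: 0% = enzyme with vehicle and 100% = wells lacking enzyme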
Target sequence (Q8NCG7 whole entry, looked up): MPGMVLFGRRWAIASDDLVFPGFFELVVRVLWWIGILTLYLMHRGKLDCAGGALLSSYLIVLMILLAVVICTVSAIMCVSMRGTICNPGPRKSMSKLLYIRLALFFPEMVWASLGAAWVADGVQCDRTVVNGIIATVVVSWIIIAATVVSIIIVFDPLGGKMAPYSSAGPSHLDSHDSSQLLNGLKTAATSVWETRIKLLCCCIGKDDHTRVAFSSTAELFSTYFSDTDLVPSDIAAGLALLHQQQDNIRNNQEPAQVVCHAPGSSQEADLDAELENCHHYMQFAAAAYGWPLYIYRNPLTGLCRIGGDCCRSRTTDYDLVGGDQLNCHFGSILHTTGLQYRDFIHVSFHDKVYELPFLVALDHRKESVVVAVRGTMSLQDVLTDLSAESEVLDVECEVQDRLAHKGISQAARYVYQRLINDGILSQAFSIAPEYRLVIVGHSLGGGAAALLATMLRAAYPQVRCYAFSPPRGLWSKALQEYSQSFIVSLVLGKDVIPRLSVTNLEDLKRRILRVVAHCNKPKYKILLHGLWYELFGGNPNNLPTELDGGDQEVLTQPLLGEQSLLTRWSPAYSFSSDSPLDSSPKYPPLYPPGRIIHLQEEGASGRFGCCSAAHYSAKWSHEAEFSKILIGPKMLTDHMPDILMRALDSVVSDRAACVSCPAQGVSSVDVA
RTF Ca sens inh: cardiac RTF calcium desensitization | P19429+P45379 | IANBD-labeled cardiac RTF, Ca2+ fluorescence | inhibition, % at 7.15 µM | hit rate 0.12% among 340,000 | AID 493244;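 active = inhibition above the mean inhibition of all tested compounds plus 3 SD, cut at about 17% in these data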;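 note: assay run at fixed EC70 calcium of 1.6 mM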
PKA-R2B act: PKA-R2B complex activation | P22694+P31323 | PKA-R2B holoenzyme dissociation, Cy5-IP20 fluorescence polarization; R2B truncated from residue 108, S112A mutant; 0% DMSO only, 100% 113 µM cGMP | activation, % at 11.4 µM | hit rate 0.079% among 340,000 | AID 504700;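 active = activation above a cutoff set at the mean over all compounds plus 3 SD, cut at about 18% in these data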;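 note: higher means more holoenzyme dissociation and a rise in polarization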
Target sequence (P31323 whole entry, looked up, other chains not shown, the tested form may be a part): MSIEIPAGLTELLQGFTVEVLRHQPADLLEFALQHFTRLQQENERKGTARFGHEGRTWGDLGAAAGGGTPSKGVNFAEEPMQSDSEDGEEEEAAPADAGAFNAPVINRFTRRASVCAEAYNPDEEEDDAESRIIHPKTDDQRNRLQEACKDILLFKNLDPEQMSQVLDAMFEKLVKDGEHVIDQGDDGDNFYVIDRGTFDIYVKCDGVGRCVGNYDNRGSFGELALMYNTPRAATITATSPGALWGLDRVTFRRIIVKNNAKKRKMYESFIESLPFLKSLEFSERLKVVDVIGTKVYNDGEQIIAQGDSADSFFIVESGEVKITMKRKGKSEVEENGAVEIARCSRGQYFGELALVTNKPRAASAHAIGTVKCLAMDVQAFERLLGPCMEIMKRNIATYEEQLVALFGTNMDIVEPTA
PvdQ inh: P. aeruginosa PvdQ acylase inhibition. purified PvdQ acylase, fluorescence plate reader. inhibition, % at 10 µM. hit rate 0.063% among 340,000; in the data active = inhibition above about 30%, passing the limit was not always enough;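 note: 0% = vehicle neutral wells and 100% = reference inhibitor wells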
NSD2 HMT inh: NSD2 (human) methyltransferase inhibition. O96028. NSD2 peptide methylation, AlphaScreen, 120 min. inhibition, % at 12.5 µM. hit rate 0.54% among 310,000. AID 743445; in the data active = inhibition above about 50%
LANA DNA inh: blocks KSHV LANA C-terminal domain binding to DNA; inhibition, % at 9 µM; AID 504423; hit rate 0.078% among 340,000; MBP-C-LANA/FAM-LBS DNA binding, fluorescence polarization;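 active = highest replicate inhibition at or above 60% at 9 µM, even if other replicates fall short; inactive = all replicates below 60% inhibition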;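 note: 0% = neutral control wells and 100% = 4 µM acridine orange control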
Numbers without * were called inactive; / = no result given.

Start of the listing, in advance (eight entries):
No. | Structure | Arrestin-AP2 inh | SR-BI uptake up | SR-BI DiI inh | Keap1 Nrf2 FP | DAGLB inhibitor | RTF Ca sens inh | PKA-R2B act | PvdQ inh | NSD2 HMT inh | LANA DNA inh
1 | COc1ccc(C[C@H]2CN3C(=NC[C@@H]3Cc3ccccc3)N2CCNC(=O)c2ccc(C)c(Br)c2)cc1 | -6 | -27 | 27 | -7 | 4 | -4 | -17 | -11 | / | -1.6
2 | CCCn1nnc(NC(=O)COc2cc(C)ccc2C(C)C)n1 | -2 | -9 | 9 | -1 | -5 | -8 | -5 | -6 | -4 | 0.2
3 | COc1ccc(C(=O)N2CC(=O)Nc3ccccc32)cc1S(=O)(=O)N1CCCC1 | -18 | 19 | -19 | -5 | 2 | 1 | 1 | -13 | 7 | 0.0
4 | COc1ncccc1C(=O)N1CCC(n2nccc2NC(=O)CC(C)C)CC1 | -9 | 13 | -13 | -6 | 2 | 2 | -3 | -9 | -2 | -0.7
5 | CCCCCCSc1cc(-c2nc3ccc(Cl)cn3c2NCCCC)ccc1OC | 4 | -30 | 30 | -2 | -5 | 3 | -2 | -14 | -3 | 2.6
6 | Cc1ccc(N=Nc2c(=O)[nH]n3c(C)cc(C)nc23)cc1 | 0 | / | / | -1 | 4 | 1 | 3 | -4 | 5 | -2.9
7 | Cc1ccc(-c2noc(COc3ccccc3C)n2)cc1 | -13 | 17 | -17 | -1 | -21 | -6 | -10 | -12 | -11 | 0.2
8 | Cc1cccc(/C=N/n2c(C)nc3ccccc3c2=O)c1 | 11 | / | / | -4 | 1 | -7 | 4 | -9 | / | 0.1

This part in full, from the first entry:
No. | Structure | Arrestin-AP2 inh | SR-BI uptake up | SR-BI DiI inh | Keap1 Nrf2 FP | DAGLB inhibitor | RTF Ca sens inh | PKA-R2B act | PvdQ inh | NSD2 HMT inh | LANA DNA inh
1 | COc1ccc(C[C@H]2CN3C(=NC[C@@H]3Cc3ccccc3)N2CCNC(=O)c2ccc(C)c(Br)c2)cc1 | -6 | -27 | 27 | -7 | 4 | -4 | -17 | -11 | / | -1.6
2 | CCCn1nnc(NC(=O)COc2cc(C)ccc2C(C)C)n1 | -2 | -9 | 9 | -1 | -5 | -8 | -5 | -6 | -4 | 0.2
3 | COc1ccc(C(=O)N2CC(=O)Nc3ccccc32)cc1S(=O)(=O)N1CCCC1 | -18 | 19 | -19 | -5 | 2 | 1 | 1 | -13 | 7 | 0.0
4 | COc1ncccc1C(=O)N1CCC(n2nccc2NC(=O)CC(C)C)CC1 | -9 | 13 | -13 | -6 | 2 | 2 | -3 | -9 | -2 | -0.7
5 | CCCCCCSc1cc(-c2nc3ccc(Cl)cn3c2NCCCC)ccc1OC | 4 | -30 | 30 | -2 | -5 | 3 | -2 | -14 | -3 | 2.6
6 | Cc1ccc(N=Nc2c(=O)[nH]n3c(C)cc(C)nc23)cc1 | 0 | / | / | -1 | 4 | 1 | 3 | -4 | 5 | -2.9
7 | Cc1ccc(-c2noc(COc3ccccc3C)n2)cc1 | -13 | 17 | -17 | -1 | -21 | -6 | -10 | -12 | -11 | 0.2
8 | Cc1cccc(/C=N/n2c(C)nc3ccccc3c2=O)c1 | 11 | / | / | -4 | 1 | -7 | 4 | -9 | / | 0.1
9 | O=C(NCCN1CCCCC1)c1c(O)c2ccccc2[nH]c1=O | -5 | 23 | -17 | -4 | 3 | -6 | -9 | -9 | 1 | -0.7
10 | CC(C)n1c(NCc2cccs2)nc2ccccc21 | 1 | 3 | -3 | 0 | 3 | -3 | -10 | -8 | 4 | -1.5
11 | NC(=O)C1=C[C@@H](c2coc3ccccc3c2=O)C[C@@H](OCc2ccc(CO)cc2)O1 | 9 | 13 | -13 | -7 | -3 | -13 | -3 | -9 | / | -0.8
12 | COc1cc(/C=N/NC(=O)c2ccccn2)cc2c1OCO2 | 2 | -5 | 5 | -5 | -1 | 1 | -9 | -9 | 4 | 0.0
13 | CCCn1c(N)c(C(=O)CN(C)CC(=O)Nc2ccccc2C(F)(F)F)c(=O)[nH]c1=O | 3 | 12 | -12 | -2 | 1 | -6 | 7 | -14 | -3 | -0.7
14 | O=C(C[n+]1cn(C(F)F)c2ccccc21)c1ccc(OC(F)F)cc1 | 28 | 7 | -7 | -4 | 2 | -12 | -10 | -9 | 1 | -0.4
15 | COc1cccc(-c2ccc3c(c2)S(=O)(=O)c2cccc(C(=O)O)c2C3=O)c1OC | 34 | 10 | -10 | 0 | 1 | -12 | -2 | 4 | / | -0.9
16 | Cc1cc(NC(=O)CCc2ccc(-c3ccccc3)o2)no1 | 18 | -2 | 2 | -5 | -1 | -1 | 1 | 10 | 0 | 1.5
17 | Cc1ccc(S(=O)(=O)O)c(C)c1N1CCCC1=O | 9 | 2 | -2 | -3 | -1 | -3 | 3 | -16 | -7 | 1.2
18 | COCCn1c(-c2ccco2)nc2nc3ccccc3nc21 | 25 | 9 | -9 | 1 | -9 | -6 | -13 | 2 | 1 | 3.8
19 | O=[N+]([O-])c1ccc(OCc2cnc(Cl)s2)c([N+](=O)[O-])c1 | 5 | -6 | 6 | -6 | 0 | 1 | -5 | -9 | 4 | -1.7
20 | Cc1ccc(NC(=S)N(C)Cc2cn(C)c3ccccc23)cc1 | -5 | -36 | 36 | -6 | -2 | -35 | -5 | -15 | 38 | -1.1
21 | Cc1ccc(C(=O)Nc2cccc(NC(=O)c3cccnc3)c2)cc1 | -3 | / | / | -4 | 0 | -6 | 7 | -23 | -6 | 0.3
22 | O=C(NCCNC(=O)c1ccco1)c1cccc(F)c1 | -23 | 1 | -1 | -5 | 0 | -10 | -5 | -6 | 1 | -2.0
23 | COC(=O)C1C2C=CC3(CN(Cc4ccco4)C(=O)C13)O2 (configuration not stated) | 5 | 15 | -15 | 2 | 4 | -5 | -2 | -4 | 1 | 1.9
24 | O=C(NC1CC1)c1ccc(NC(=O)C2CCCC2)cc1 | -13 | -55 | 55 | 2 | -2 | 0 | -9 | -19 | / | 1.5
25 | CC1CCN(C(NC(=O)c2ccco2)C(=O)c2ccccc2)CC1 (configuration not stated) | 12 | 10 | -10 | 1 | 1 | -19 | -4 | -12 | -1 | -1.0
26 | CC(=O)SC1CC(=O)C=C2CCC3C4CCC(=O)OC4(C)CCC3C21C (configuration not stated) | -9 | 9 | -9 | -4 | 0 | 0 | 3 | -6 | -1 | 0.6
27 | COc1cc(NC(=O)C(C)C)ccc1NC(=O)c1ccco1 | 1 | -49 | 49 | -7 | 0 | 4 | -7 | 1 | -4 | -0.6
28 | C=CCN(C(=O)Cc1cccs1)c1nc(-c2ccc(S(C)(=O)=O)cc2)cs1 | 1 | -23 | 23 | 0 | -3 | -21 | -1 | -8 | -1 | -0.3
29 | CCOC(=O)c1c(C)[nH]c(C(=O)CN2C(=O)NC(CC)(c3ccccc3)C2=O)c1C (configuration not stated) | 19 | -16 | 16 | 4 | -5 | -4 | -1 | 6 | 3 | 0.0
30 | OC(c1cc(-c2ccc(Cl)cc2)nc2ccccc12)C1CCCCN1 (configuration not stated) | 8 | -5 | 5 | 1 | -3 | -2 | 2 | 0 | 3 | -3.2
31 | C/C=C/c1ccc(OCC(=O)Nc2ccncc2)c(OC)c1 | -16 | 12 | -12 | 3 | -1 | -11 | 8 | 9 | -5 | -0.2
32 | N/C(Cn1cncn1)=N\OC(=O)c1ccc(Cl)cc1Cl | 4 | 7 | -8 | 1 | -1 | 2 | 6 | -11 | -2 | -2.1
33 | Cc1cc(C)nc(NC(=NCCc2c[nH]c3ccccc23)NC(=O)c2ccco2)n1 | 83* | -71 | 71* | -1 | 4 | -14 | -9 | -16 | -1 | -1.5
34 | Cc1noc(C)c1S(=O)(=O)N(C)C[C@H]1Oc2ccc(NS(=O)(=O)c3ccccc3)cc2C(=O)N([C@H](C)CO)C[C@@H]1C | 12 | -7 | 7 | -1 | -2 | -8 | -4 | 5 | / | 4.2
35 | CS(=O)(=O)Nc1ccc(C(=O)Nc2ccccc2-c2ccccc2)cc1 | 7 | -13 | 13 | -2 | 0 | -12 | 0 | -7 | -3 | 0.4
36 | COc1ccc(Nc2nc(-c3ccccc3F)nc3ccccc23)cc1OC | -3 | -14 | 14 | 0 | -2 | -3 | 1 | -4 | -2 | -2.1
37 | CC(C)(C)n1nc2c(c1NC(=O)Cc1ccccc1)CS(=O)(=O)C2 | -23 | 30 | -30 | 1 | 0 | -5 | 8 | -1 | 0 | 0.3
38 | Cc1cc(-n2c(C)cc(C(=O)CSc3nnnn3-c3ccccc3)c2C)no1 | 6 | -26 | 26 | -3 | -4 | 4 | -8 | -2 | 5 | -1.0
39 | COc1ccc(CCN2C(=O)CC(NNC(=O)c3ccc(F)cc3)C2=O)cc1OC (configuration not stated) | -3 | 26 | -26 | 4 | 2 | 7 | -11 | -7 | -1 | 2.3
40 | CN(C)C(=S)NC(=O)C(c1ccccc1)c1ccccc1 | 24 | -7 | 7 | 0 | 0 | -16 | -2 | -10 | 1 | -0.5
41 | CCOC(=O)c1c(-c2ccc(OC)cc2)csc1NC(=O)COc1ccc2c(C)cc(=O)oc2c1 | -1 | -73 | 73* | -3 | 1 | 11 | -4 | -12 | 1 | 0.1
42 | CCO[C@H]1OC(C(=O)N2CCN(C)CC2)=C[C@@H](c2ccc(Br)cc2)[C@@H]1CCCO | -5 | 30 | -30 | 3 | -1 | -5 | 0 | -9 | / | 1.7
43 | Cc1ccc(C)c(N2CCN(S(=O)(=O)c3ccc(-c4ccc(=O)[nH]n4)o3)CC2)c1 | -3 | -12 | 12 | -3 | 3 | -4 | -4 | -19 | 1 | -1.5
44 | Cc1cccc(N(Cc2ccccc2)C(=O)c2ccccc2F)c1 | -12 | 11 | -11 | -4 | -6 | 2 | 5 | -15 | -9 | -1.1
45 | O=C(Nc1ccc(S(=O)(=O)N2CCCCCC2)cc1)c1c(F)cccc1F | 0 | -1 | 1 | -4 | -7 | 7 | -1 | 13 | -2 | 0.4
46 | C[C@H](CO)N1C[C@H](C)[C@@H](CN(C)S(=O)(=O)c2ccccc2)Oc2c(NS(=O)(=O)c3ccc(F)cc3)cccc2C1=O | / | -8 | 8 | -5 | -1 | -2 | 0 | -13 | / | -0.4
47 | Cc1n[nH]c(=O)c2c(NC(=O)CSc3nncn3C(C)C)oc(C)c12 | -5 | 1 | -1 | 3 | 1 | -10 | 4 | -3 | 0 | 1.3
48 | COc1ccc(-c2[nH]ncc2CN(Cc2nccn2C)C(C)C)c(F)c1 | 13 | 18 | -18 | 2 | -2 | -12 | -7 | 5 | -3 | -0.1
